# High-throughput results as filed in PubChem.
# RmlCD inh 1536 – M. tuberculosis RmlC/RmlD inhibition; P9WH09+P9WH11; RmlC+RmlD coupled enzyme assay, percent inhibition; primary screen in compound mixtures; inhibition, % at 3.6 µM; 160,000 tested, 0.03% active; in the data active means inhibition mostly above about 34%, no sharp cut-off; further: some results filed as inactive read as strong as hits
# M. tuberculosis GlmU – inhibition of mycobacterial GlmU enzyme – biochemical, glucosamine-1-phosphate acetyltransferase (AID 1376) | M. tuberculosis GlmU acetyltransferase enzyme assay; higher % means a stronger effect | inhibition, %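 (tested at 30 µM in the primary screen)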, or IC50 in µM where a hit was titrated | 220,000 tested, 0.25% active; in the data active means inhibition above about 13%;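 further: 0% = complete reaction with vehicle and 100% = reaction without substrate; strong numbers were not always called active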
# * marks the source's active call; other numbers are inactive results; . = not tested or not shown. Some of the compounds tested. The share of hits here may be higher or lower than overall.
nr | Molecule | RmlCD inh 1536 | M. tuberculosis GlmU
1 | CC(C)(C)NCC(O)COc1cccc2c1C[C@H](O)[C@H](O)C2 (stereo partly drawn) | . | 5.0%
2 | Cc1c(C)n(Cc2ccccc2)c2ccc(C(=O)OCCN(C)C)cc12 | -9 | -8.8%
3 | CN(C)CCCSc1ccccc1NC(=O)/C=C/c1ccccc1 | 10 | -2.5%
4 | CN(C)c1ccc2nc3ccc(=[N+](C)C)cc-3sc2c1 | 1 | 1.1%
5 | CCN(CCCCOC(=O)c1ccc(OC)c(OC)c1)C(C)Cc1ccc(OC)cc1 (stereo not drawn) | . | 4.6%
6 | Nc1c2ccccc2nc2ccccc12 | -8 | -0.8%
7 | Cc1scc2c1N(C(=O)CN1CCN(C)CC1)c1ccccc1NC2=O | -2 | -4.3%
8 | CCN(CC)CC1CCCCN1CC(=O)N1c2ccccc2C(=O)Nc2cccnc21 (stereo not drawn) | -12 | 4.0%
9 | COc1ccc(C(=O)c2ccccc2)c(O)c1 | . | 2.7%
10 | CN(C)CC/C=C1/c2ccccc2COc2ccc(CC(=O)O)cc21 | . | 3.8%
11 | O=C(O)Cc1cn(-c2ccccc2)nc1-c1ccc(Cl)cc1 | 12 | -4.3%

# 2 entries from above, as labelled records.
10: CN(C)CC/C=C1/c2ccccc2COc2ccc(CC(=O)O)cc21
  RmlCD inh 1536: .; M. tuberculosis GlmU: 3.8%
11: O=C(O)Cc1cn(-c2ccccc2)nc1-c1ccc(Cl)cc1
  RmlCD inh 1536: 12; M. tuberculosis GlmU: -4.3%

# Record cards, as listed above. Screens in order: RmlCD inh 1536 | M. tuberculosis GlmU
# Entry for CCN(CC)CC1CCCCN1CC(=O)N1c2ccccc2C(=O)Nc2cccnc21 (stereo not drawn) : -12 | 4.0%
# Entry for CN(C)CC/C=C1/c2ccccc2COc2ccc(CC(=O)O)cc21 : . | 3.8%
# Entry for CN(C)CCCSc1ccccc1NC(=O)/C=C/c1ccccc1 : 10 | -2.5%
# Entry for CN(C)c1ccc2nc3ccc(=[N+](C)C)cc-3sc2c1 : 1 | 1.1%
